HT1080NT lethal: qHTS for induction of synthetic lethality in tumor cells producing 2HG: qHTS for the HT-1080-NT fibrosarcoma cell line; HT-1080-NT fibrosarcoma viability, CellTiter-Glo ATP luminescence, 48 h; Potency, µM (doses to about 46.1 µM), without a hit: at the top dose activity, negative = less viability, usual class: cytotoxic; 1.6% of 360,000 active;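 also: NT is the 2HG producing partner of a matched IDH1 knockdown line; potency is read from the fitted curve at half-maximal effect; 0% = DMSO-treated cells and -100% = media-only wells without cells; nearly all actives have a fitted effect of over 55% in size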
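Compounds were tested in concentration-response format on HT-1080-NT cells for 48 hours at 37 degrees C. Cell viability came from CellTiter-Glo luminescence; curves were classified by r2, response magnitude and activity.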
IL-1B inflam inh: qHTS for Inhibitors of Inflammasome Signaling: IL-1-beta AlphaLISA Primary Screen | THP-1 LPS/ATP IL-1B secretion, AlphaLISA, 16 h; active compounds read low | activity change, % at 57.5 µM | 4.7% of 360,000 active | AID 743279, 2014; in the data active = activity change below about -50%; inconclusive = mostly about -30% to -49%; also: % is scaled to controls: 0 for no effect and ±100 for the full control effect
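Secreted IL-1B measured by AlphaLISA bead assay after 16 h compound exposure of THP-1 cells; compounds (final up to 57.5 uM) added 1 h before LPS (250 ng/mL) and ATP (1.25 mM) stimulation; lower signal means less secretion.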
HEK293 tox: qHTS of GLP-1 Receptor Inverse Agonists: Cytotox Screen | HEK293 cAMP-luciferase reporter cells, luminescence, 24 h | Potency, µM (titrated, usually from 38.3 µM), inactives show at the top dose activity change, negative = inhibition, most hits filed as inhibitors | 0.13% of 410,000 active;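 also: loss of luciferase light is scored as toxicity; potency is read from the fitted curve at half-maximal effect; % is scaled to controls: 0 for no effect and ±100 for the full control effect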
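Compound-treated cells are incubated 24 hr at 37 deg C under 5% CO2 after a 12 hour attachment period, then luciferase detection reagent is added and luminescence is measured following 12 min at room temperature; lowered signal indicates toxicity.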
DRD3 agonist: qHTS of D3 Dopamine Receptor Agonist: qHTS. D3R DiscoveRx beta-arrestin cells, luminescence, 90 min. max activation, %. 0.58% of 410,000 active. AID 652048, 2013; in the data active = max activation above about 30%; also: 0% is about no effect; mostly tested at two doses, the higher about 12 µM
Target sequence (P35462 whole entry, looked up): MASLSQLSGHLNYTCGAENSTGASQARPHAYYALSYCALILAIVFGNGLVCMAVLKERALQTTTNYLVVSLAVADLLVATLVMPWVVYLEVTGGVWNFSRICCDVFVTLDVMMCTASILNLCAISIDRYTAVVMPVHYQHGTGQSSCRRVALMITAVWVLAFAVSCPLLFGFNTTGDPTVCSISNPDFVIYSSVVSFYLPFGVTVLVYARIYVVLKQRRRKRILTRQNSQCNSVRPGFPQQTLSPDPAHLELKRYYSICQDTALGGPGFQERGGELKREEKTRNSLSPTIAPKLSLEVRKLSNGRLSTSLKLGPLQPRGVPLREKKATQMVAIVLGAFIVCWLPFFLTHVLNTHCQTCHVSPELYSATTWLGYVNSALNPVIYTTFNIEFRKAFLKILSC
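Cells at 1500/well, incubated overnight, then treated with pinned compounds (dopamine as control) for 90 min at 37 degrees C. DiscoveRx reagent added for 30 - 60 minutes at room temperature; luminescence read.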
KB-3-1 tox: qHTS assay for MDR1-selective chemotherapeutics: Primary screen using the parental adenocarcinoma cell KB-3-1; 1.4% of 400,000 active; Potency, µM (top dose mostly 46.1 µM), without a hit: at the top dose activity change, negative = cytotoxic, hits mostly cytotoxic; KB-3-1 viability, CellTiter-Glo ATP luminescence, 72 h; also: potency is read from the fitted curve at half-maximal effect; % is scaled to controls: 0 for no effect and ±100 for the full control effect; nearly all actives have a fitted effect of over 60% in size
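Here the drug-naive KB-3-1 line serves as comparator for MDR sub-line selectivity; cells received compound titrations, 72 h at 37 °C, then CellTiter-Glo readout.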
KB-V1 cytotox: qHTS assay for MDR1-selective chemotherapeutics: Primary screen using the drug-selected MDR subline cells KB-V1. KB-V1 MDR cells viability, CellTiter-Glo, 72 h. Potency, µM (top dose mostly 46.1 µM), for the others: at the top dose activity change, negative = cytotoxicity, actives largely listed as cytotoxic. 3.4% of 400,000 active. AID 1347076, 2019; also: potency is read from the fitted curve at half-maximal effect; % is scaled to controls: 0 for no effect and ±100 for the full control effect; nearly all actives have a fitted effect of over 60% in size
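KB-V1 cells (P-gp-expressing MDR subline of KB-3-1) in phenol-red-free DMEM with 10% FBS were exposed to library compounds over a concentration series for 72 h at 37 degrees C. Viability read by CellTiter-Glo luminescence; concentration-effect curves fitted after normalization.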
HT1080 IDH1KD tx: qHTS for induction of synthetic lethality in tumor cells producing 2HG: qHTS for the HT-1080-IDH1KD cell line; 2% of 360,000 active; HT-1080 IDH1 knockdown viability, ATP luminescence, 48 h; Potency, µM (titrated, usually from 46.1 µM), for the others: at the top dose activity, negative = toxicity, hits mostly cytotoxic;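 also: potency is read from the fitted curve at half-maximal effect; 0% = DMSO wells and -100% = cell-free medium wells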
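Using the IDH1-knockdown HT-1080 line run in the same batch and compound series as the NT line, viability after 48 h at 37 °C was determined by CellTiter-Glo luminescence and expressed as % activity.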
SW480 rereplic: A quantitative high throughput screen for small molecules that induce DNA re-replication in SW480 colon adenocarcinoma cells; AID 624297, 2012; 1.8% of 340,000 active; Potency, µM (titrated, usually from 46.1 µM), inactives show top-dose re-replication activation, most hits filed as activators; SW480 DNA re-replication, Hoechst DNA content imaging, 48 h; also: potency is read from the fitted curve at half-maximal effect; % of control where 0% means no effect; nearly all actives have a fitted effect of over 55% in size
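Image-based DNA-content assay: after two days of treatment, nuclei were labelled with the DNA dye Hoechst and imaged, and hits were compounds raising the count of nuclei showing high fluorescence intensity.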
MCF10A rereplic: A quantitative high throughput screen for small molecules that induce DNA re-replication in MCF 10a normal breast cells. 2.9% of 350,000 active. Potency, µM (highest dose often 46.1 µM), for inactives: at the top dose activity, positive = re-replication, usual class: activators. MCF 10A DNA re-replication, Hoechst nuclear intensity, 48 h; also: potency is read from the fitted curve at half-maximal effect; % of control where 0% means no effect; nearly all actives have a fitted effect of over 50% in size
* = called active by the depositor; ? = inconclusive; · = no result given; & = joins results of further samples; [ ] = dose if it differs, or a comment. Unless noted, calls follow the shape of the dose curve; as a rule, active = well fitted curve in the direction sought with a large enough effect; inconclusive = small, poorly fitted or top-dose-only effect, or another doubt; inactive = no such curve, though single readings can be large; an effect the other way counts as inactive or inconclusive.

#1 COc1ccc(NC(=O)COC(=O)CNS(=O)(=O)/C=C/c2ccccc2)cc1OC
#2 COCc1cc(=O)[nH]c(N2CCN(C(=O)c3ccco3)CC2)n1
#3 CCCn1c(=O)c(C(=O)NCc2cccnc2)c(O)c2ccccc21
#4 COc1ccc(-c2cc(C(=O)NN3CCOCC3)c3ccccc3n2)cc1OC
#5 COC(=O)c1ccc([C@H]2Nc3ccc(S(=O)(=O)Nc4ccc(C)cc4)cc3[C@H]3C=CC[C@H]32)cc1
#6 COc1ccc(C(=O)/C=C/Nc2ccc(S(=O)(=O)Nc3nc(C)cc(C)n3)cc2)cc1OC
Screen / compound no.,1,2,3,4,5,6
HT1080NT lethal,0%,-1%,15%,1%,·,-7%
IL-1B inflam inh,15,7,94,-21,·,8
HEK293 tox,6%,-16%,-2%,6%,-4%,2%[1.53 µM]
DRD3 agonist,-1,-1,-14,-5,3,-2
KB-3-1 tox,-4%,12%,-4%,-14%,6%,0%
KB-V1 cytotox,9%,?,10µM*,-12%,?,?
HT1080 IDH1KD tx,0%,13%,-2%,-1%,·,?
SW480 rereplic,1%,-19%,?,-10%,·,10%
MCF10A rereplic,-7%,14%,20%,-3%,·,?

#7 COc1cc(OC)cc(-c2nc3ccccc3c(=O)n2OC(=O)c2ccccc2C)c1
#8 O=C(CN1CCN(c2ccccc2)CC1)Nc1nccs1
#9 COc1ccc2nc3sc(C(=O)NCCCN4CCc5ccccc5C4)cc3cc2c1
#10 Cc1ccc(C(C(=O)NC(C)(C)C)N(Cc2cccs2)C(=O)c2csnn2)cc1 (stereo not given)
#11 Cn1c(SCC(=O)NCC2CCCO2)ncc(C(=O)Nc2ccc(Cl)cc2)c1=O (stereo not given)
#12 CCCCOc1ccc(C(=O)NCc2ccco2)cc1
Screen / compound no.,7,8,9,10,11,12
HT1080NT lethal,?,7%,-12%,-2%,-1%,13%
IL-1B inflam inh,-61*,12,-27,-22,-15,-3
HEK293 tox,?,-10%,?,5%,3%,1%
DRD3 agonist,34*,2,-24,1,2,-1
KB-3-1 tox,-19%,5%,-1%,-5%,?,5%
KB-V1 cytotox,?,-9%,5.8µM*,?,7%,-7%
HT1080 IDH1KD tx,?,14%,-13%,0%,3%,2%
SW480 rereplic,0%,-5%,?,0%,4.6µM*,0%
MCF10A rereplic,16µM*,0%,?,-1%,18µM*,1%

#13 CC1=N/C(=C/c2cccnc2)C(=O)O1
#14 COc1ccc(C(C(=O)NC2CCCCC2)N(C(=O)c2ccco2)c2ccccc2OC)cc1 (stereo not given)
#15 COC(=O)C1=C(N)OC2=C(C(=O)CCC2)C1c1cccnc1 (stereo not given)
#16 COc1ccccc1N(CC(=O)Nc1ccc(F)c(F)c1)S(C)(=O)=O
#17 COc1ccc(S(=O)(=O)N2CCCCCC2)cc1C(=O)OCc1cccc(OC)c1OC
#18 COc1ccc(S(=O)(=O)NCC2CCC(C(=O)NCC(OC)OC)CC2)cc1 (stereo not given)
Screen / compound no.,13,14,15,16,17,18
HT1080NT lethal,7%,-27%,15%,-1%,9%,17%
IL-1B inflam inh,22,-20,4,-15,8,2
HEK293 tox,-12%[7.66 µM],-26%,0%,-14%,-1%,4%
DRD3 agonist,-4,-10,15,2,9,-2
KB-3-1 tox,0%,0%,11%,4%,?,-10%
KB-V1 cytotox,3%,-10%,18%,-4%,0%,5%
HT1080 IDH1KD tx,-4%,?,4%,-6%,1%,13%
SW480 rereplic,7%,-8%,4%,-4%,6%,-16%
MCF10A rereplic,-4%,-1%,-4%,1%,?,-4%

Of the compounds above, these have a halogen.
#11 Cn1c(SCC(=O)NCC2CCCO2)ncc(C(=O)Nc2ccc(Cl)cc2)c1=O (stereo not given)
#16 COc1ccccc1N(CC(=O)Nc1ccc(F)c(F)c1)S(C)(=O)=O
Screen / compound no.,11,16
HT1080NT lethal,-1%,-1%
IL-1B inflam inh,-15,-15
HEK293 tox,3%,-14%
DRD3 agonist,2,2
KB-3-1 tox,?,4%
KB-V1 cytotox,7%,-4%
HT1080 IDH1KD tx,3%,-6%
SW480 rereplic,4.6µM*,-4%
MCF10A rereplic,18µM*,1%

Two compounds picked at random from those above, as already listed:
#15 COC(=O)C1=C(N)OC2=C(C(=O)CCC2)C1c1cccnc1 (stereo not given)
#16 COc1ccccc1N(CC(=O)Nc1ccc(F)c(F)c1)S(C)(=O)=O
Screen / compound no.,15,16
HT1080NT lethal,15%,-1%
IL-1B inflam inh,4,-15
HEK293 tox,0%,-14%
DRD3 agonist,15,2
KB-3-1 tox,11%,4%
KB-V1 cytotox,18%,-4%
HT1080 IDH1KD tx,4%,-6%
SW480 rereplic,4%,-4%
MCF10A rereplic,-4%,1%

Other results.
#19 COC(=O)c1ccccc1NC(=O)C/C(C)=N/NC(=O)CC#N
#20 COc1ccc2cc(CNc3ccc(C)cc3)c(=O)n(CC(=O)Nc3cccc(C(F)(F)F)c3)c2c1
#21 CCOc1ccc(-c2cc(OC(=O)c3ccccc3)c3c(C)oc(C)c3c(=O)c2)cc1
#22 COc1ccc(S(=O)(=O)NC(C)C(=O)NCc2ccc3c(c2)OCO3)cc1OC (stereo not given)
#23 CC1=Nc2ccc(C)cc2/C1=C/c1c(N)n2oc(C)cc2nc1=O
#24 COc1cccc(NC(=O)CN(C)C(=O)C2CC3C=CC2C3)c1 (stereo not given)
Screen / compound no.,19,20,21,22,23,24
HT1080NT lethal,1%,·,·,8%,5%&15%,6%
IL-1B inflam inh,30,·,·,-2,-20,19
HEK293 tox,14%,-10%,1%,-8%,16%&40%,3%
DRD3 agonist,-9,-3,0,22,6&-1,2
KB-3-1 tox,-5%,-15%,3%,-3%,?,0%
KB-V1 cytotox,11%,-20%,3%,-7%,?,-2%
HT1080 IDH1KD tx,0%,·,·,12%,16%&2%,-4%
SW480 rereplic,-4%,·,·,-4%,2%&-9%,-13%
MCF10A rereplic,4%,·,·,1%,18µM*,-24%

#25 Cc1c(C)c2ccc(OCC(=O)Nc3cccnc3)cc2oc1=O
#26 CCCCOc1ccc(-c2cnc3ccccc3n2)cc1
#27 CCCCn1c(=O)[nH]c(=O)c2c1nc(-c1ccc(-c3ccccc3Br)o1)n2CC
#28 Cn1c(N)c(C(=O)Nc2c(Cl)cccc2Cl)sc1=S
#29 Cc1c(N/C=C/C(=O)c2cccs2)c(=O)n(-c2ccccc2)n1C
#30 Cc1cc2c(N=NC(=O)C3CC3c3ccccc3)c(O)[nH]c2cc1Br (stereo not given)
Screen / compound no.,25,26,27,28,29,30
HT1080NT lethal,12%,14%,19%,14%,2%,22%
IL-1B inflam inh,2,-17,24,-17,0,15
HEK293 tox,-17%,0%,18%,9%,1%,2%
DRD3 agonist,-6,-16,3,0,1,-11
KB-3-1 tox,-3%,-14%,13%,14%,5%,-26%
KB-V1 cytotox,14%,0%,11%,-5%,-8%,?
HT1080 IDH1KD tx,6%,25%,9%,1%,?,18%
SW480 rereplic,-13%,9%,?,-7%[9.22 µM],9%,0%
MCF10A rereplic,1%,19%,?,?,27%,-8%

#31 CCc1cc(=O)oc2cc(C)cc(OCC(=O)NCC(O)c3ccccc3)c12 (stereo not given)
#32 CSc1ccccc1-c1nnc(-c2ccc(Cl)c(Cl)c2)o1
#33 Cc1cc(=O)nc2c3ccccc3n(CC(=O)NCCC3=CCCCC3)n12
#34 CC1CN(C(=O)c2cc(Br)c(Br)s2)CC(C)O1 (stereo not given)
#35 O=C(Nc1ccccn1)c1ccc(=O)[nH]n1
#36 CCCCn1nnnc1NCc1cc(OC)c(OC)cc1OC
Screen / compound no.,31,32,33,34,35,36
HT1080NT lethal,0%,21%,-9%,5%,17%,4%
IL-1B inflam inh,-23,11,73,0,6,1
HEK293 tox,-3%,9%,1%,5%,4%,4%
DRD3 agonist,5,-7,-6,3,6,17
KB-3-1 tox,-6%,-10%,-9%,11%,6%,7%
KB-V1 cytotox,-14%,-8%,-7%,-18%,10%,26µM*
HT1080 IDH1KD tx,-2%,16%,-6%,13%,22%,-3%
SW480 rereplic,?,-7%,-10%,5%,-2%,-1%
MCF10A rereplic,6%,-18%,7%,-5%,-1%,0%

#37 COc1ccccc1NC(=O)Cn1cnc2c(nc3n2CCCCC3)c1=O
#38 CSc1nc2ccc(Cl)cc2[nH]1
#39 COc1ccc(-c2nnc(SCc3ccc(C(=O)O)cc3)n2C)cc1OC
#40 O=C(Nc1nnc(SCc2ccc(F)cc2)s1)c1ccc2ncsc2c1
#41 CNC(=O)C1CCN(Cc2cc3ccccc3n2Cc2ccccc2C)CC1
#42 O=C(NCc1ccco1)C1Cc2ccccc2CN1S(=O)(=O)c1ccccc1F (stereo not given)
#43 CCOc1cc(/C=C2\C(=O)N(CCc3ccc(OC)c(OC)c3)C(C)=C2C(=O)OC)ccc1O
#44 CN(C)S(=O)(=O)c1ccc2c(c1)c(=O)c(C(=O)N1CCOCC1)cn2C
Screen / compound no.,37,38,39,40,41,42,43,44
HT1080NT lethal,7%,3%,-4%,-8%,·,11%,0%,-2%
IL-1B inflam inh,24,11,31,-2,·,?,?,-22
HEK293 tox,2%&-10%,9%,6%,4%,0%,-9%,-5%,4%
DRD3 agonist,3&2,2,-20,7,-13,1,2,-6
KB-3-1 tox,13%&17%,-3%,13%,7%,7%,-1%,17%,?
KB-V1 cytotox,28%&17%,-13%,10%,?,-3%,0%,15%,6%
HT1080 IDH1KD tx,-10%,-3%,0%,-7%,·,6%,4%,-1%
SW480 rereplic,-31%,-1%,6%,-5%,·,?,?,7%
MCF10A rereplic,27%,11%,5%,?,·,15%,26%,6%
